Source: PubChem BioAssay
NCI-60 one-dose screen, 48 h, at 10 µM unless noted. Numbers give growth in % (100 = growth as untreated, 0 = no growth, -100 = all killed).
A549/ATCC: A549/ATCC NSCLC; 81,000 tested, 3.7% active
M14: M14 melanoma; 80,000 tested, 6.2% active; AID 1794745
UACC-62: UACC-62 melanoma. 81,000 tested, 5.4% active. AID 1794756
MALME-3M: MALME-3M melanoma; 78,000 tested, 5.8% active
SK-MEL-5: SK-MEL-5 melanoma; 80,000 tested, 6.4% active
EKVX: EKVX NSCLC; 71,000 tested, 3% active; AID 1794765
UACC-257: UACC-257 melanoma. 78,000 tested, 4.4% active. AID 1794764
SK-MEL-2: SK-MEL-2 melanoma; AID 1794763; 77,000 tested, 4.7% active
An asterisk follows results filed as active; . = no result given; [ ] = another dose, or the depositor's remark. How the source made its calls: active means growth percent below 10; inactive means the rest.

Value order: A549/ATCC | M14 | UACC-62 | MALME-3M | SK-MEL-5 | EKVX | UACC-257 | SK-MEL-2
COc1ccc2cc(N3CCCC3=O)ccc2c1
  101 | 113 | 101 | . | 113 | 90 | 103 | 98
COc1ccc2c(=O)c(C)c(C(=O)N[C@@H](Cc3ccccc3)C(O)C(=O)NCc3ccccc3)oc2c1 (stereo partly specified)
  98 | 108 | 83 | 101 | 97 | 91 | 107 | 102
Fc1ccc(N/N=C/c2ccc(-n3cccn3)cc2)cc1
  94 | 89 | 75 | 106 | 107 | 81 | 118 | 103
CCC1N=C(N)N=C(N)N1c1ccc(Cl)cc1 (stereo unspecified)
  38 | 80 | 100 | 62 | 50 | 68 | 88 | 100
CC12CCC(O)C(C)(C)C1CCC1=C2CCC2(C)C(c3ccoc3)CCC12C (stereo unspecified)
  99 | 94 | 81 | 89 | 94 | 108 | 101 | 91
COc1cccc(-c2nc3occn3c2-c2ccnc(NCCCNS(=O)(=O)c3ccc(Cl)cc3)n2)c1
  90 | 49 | 29 | 60 | 35 | 79 | 87 | 86
CCOc1cc(/C=C/C(=O)C(C(=O)/C=C/c2ccc(OC(=O)CNc3nnc(C)s3)c(OCC)c2)C(=O)CNc2nnc(C)s2)ccc1OC(=O)CNc1nnc(C)s1
  8.1* | -26* | -89* | -21* | -83* | -14* | 15 | 11
CCCCCCCCCCCCN1CCS(=O)(=O)CC1
  93 | 94 | 83 | 104 | 92 | . | 101 | 109
O=C1CN(CCN2CC(=O)NC(=O)C2)CC(=O)N1
  101 | 95 | 87 | 95 | 87 | 84 | 104 | 113
Nc1ccc(C(Cl)=C(Cl)Cl)cc1[N+](=O)[O-]
  93 | 97 | 22 | 96 | 96 | . | 75 | .
CC1CCN(/N=N/c2nc3c([nH]2)c(=O)n(C)c(=O)n3C)CC1
  95 | 106 | 96 | 102 | 108 | 94 | 112 | 122
COc1ccc(-c2nc(-c3ccc(-c4nc5ccc(F)cc5[nH]4)cc3)no2)cc1
  93 | 107 | 100 | 98 | 97 | 83 | 94 | 107
COc1ccc(-c2nnc(COc3ccc(C(=O)/C=C/c4ccco4)cc3)o2)cc1
  87 | 99 | 86 | 125 | . | . | 105 | 132
N#CC1(Nc2ccc(Br)cc2)CCCC1
  54 | 94 | 46 | 92 | 63 | 82 | 95 | 30
Cc1cc2ccccc2cc1C(=O)c1ccccc1
  89 | 85 | 82 | 88 | 90 | 94 | 88 | 86

Looked up above.
CCCCCCCCCCCCN1CCS(=O)(=O)CC1 | M14: 94
CCC1N=C(N)N=C(N)N1c1ccc(Cl)cc1 (stereo unspecified) | UACC-257: 88
Nc1ccc(C(Cl)=C(Cl)Cl)cc1[N+](=O)[O-] | SK-MEL-5: 96
Fc1ccc(N/N=C/c2ccc(-n3cccn3)cc2)cc1 | SK-MEL-5: 107
O=C1CN(CCN2CC(=O)NC(=O)C2)CC(=O)N1 | M14: 95
CCOc1cc(/C=C/C(=O)C(C(=O)/C=C/c2ccc(OC(=O)CNc3nnc(C)s3)c(OCC)c2)C(=O)CNc2nnc(C)s2)ccc1OC(=O)CNc1nnc(C)s1 | MALME-3M: -21*
N#CC1(Nc2ccc(Br)cc2)CCCC1 | SK-MEL-2: 30

(next part)
Value order: A549/ATCC | M14 | UACC-62 | MALME-3M | SK-MEL-5 | EKVX | UACC-257 | SK-MEL-2
O=C(NCc1csnn1)c1ccccc1
  89 | 106 | 92 | 112 | 95 | 104 | 98 | 107
Cc1cccc(N2CCN(C(=S)c3ccccc3)CC2)c1
  89 | 106 | 94 | 100 | 96 | 98 | 101 | 102
CC1=C(NCCN2CCCC2)C(=O)c2c(OCc3cccc(Cl)c3)cccc2C1=O
  77 | -73* | 94 | 53 | 67 | . | -42* | .
O=C(Oc1c2c(nc3c1c1ccccc1n3Cc1ccccc1)-c1ccccc1C2)c1ccccc1Cl
  89 | 86 | 83 | 82 | 98 | 88 | 95 | 90
Nc1nc2c(c3cnccc13)C(c1cccc(Br)c1)Cc1cnccc1-2 (stereo unspecified)
  13 | -13* | 22 | 36 | -30* | 28 | 55 | 27
Cc1nn(C(=O)c2c(-c3ccccc3)noc2C)c(C)c1N=Nc1cc(C(F)(F)F)cc(C(F)(F)F)c1
  102 | 104 | 88 | . | 102 | 87 | 120 | 107
CC1C=CN(N(C)C)C(C#N)(C#N)C1(C#N)C#N (stereo unspecified)
  89 | 100 | 100 | 96 | 102 | 104 | 86 | 100
Fc1ccc(-n2cc(COc3ncnc4c3cnn4-c3ccccc3)nn2)cc1
  86 | 103 | 86 | 104 | 100 | 102 | 81 | 83
CC(=O)c1nn(-c2ccccc2)c2nc3nccc(-c4cc5c(ccc6ccccc65)oc4=O)c3c(=O)n12
  107 | 88 | 85 | 93 | 100 | 93 | 106 | 96
Cn1cnc2c(N3CCN(C(=O)c4c[nH]c5ccccc45)CC3)nc(Cl)nc21
  100 | 91 | 89 | 93 | 96 | 90 | 101 | 101
CC(=O)NC(Cc1c[nH]c2ccccc12)C(=O)O (stereo unspecified)
  108 | 99 | 102 | 111 | 114 | 110 | 118 | 103
COc1ccc2c(c1)C=CC1(O2)Oc2ccc(OC)cc2C=C1C (stereo unspecified)
  19 | 3.0* | 19 | 55 | 25 | 47 | 73 | 47
S=c1[nH]nc(-c2ccc3c(c2)nc(-c2ccccc2)n3C2CCCCC2)o1
  82 | 99 | 101 | 94 | 103 | 106 | 89 | 95
N#CCCNC(=S)Nc1ccccc1
  102 | 104 | 107 | 106 | 117 | 103 | 105 | 133
CCOC(=O)c1nn(C2CCCCO2)c2ccc(NC(=O)CN3CCCCC3)cc12 (stereo unspecified)
  103 | 97 | 98 | 99 | 101 | 98 | 92 | 106

Brought forward from above: four entries, followed by the next part.
Value order: A549/ATCC | M14 | UACC-62 | MALME-3M | SK-MEL-5 | EKVX | UACC-257 | SK-MEL-2
COc1ccc2c(c1)C=CC1(O2)Oc2ccc(OC)cc2C=C1C (stereo unspecified)
  19 | 3.0* | 19 | 55 | 25 | 47 | 73 | 47
S=c1[nH]nc(-c2ccc3c(c2)nc(-c2ccccc2)n3C2CCCCC2)o1
  82 | 99 | 101 | 94 | 103 | 106 | 89 | 95
N#CCCNC(=S)Nc1ccccc1
  102 | 104 | 107 | 106 | 117 | 103 | 105 | 133
CCOC(=O)c1nn(C2CCCCO2)c2ccc(NC(=O)CN3CCCCC3)cc12 (stereo unspecified)
  103 | 97 | 98 | 99 | 101 | 98 | 92 | 106
COc1cccc(NC(=O)Nc2ccc(Nc3ncnc4sc5c(c34)CCCC5)cc2)c1
  78 | 90 | 107 | 80 | 92 | 90 | 95 | 116
CC(=O)Oc1ccc(C(C)(C)C)cc1
  111 | 108 | 104 | 101 | 101 | 105 | 111 | 115
Cc1ccc2c(ccc3c[n+]4c5ccccc5ccc4n32)c1
  4.8* | 3.0* | -49* | -46* | -81* | 22 | -36* | -20*
COc1ccc(Cn2cncc2-c2c[nH]c3cc(Br)ccc23)cc1
  85 | 86 | 77 | 81 | 92 | 74 | 95 | 96
O=C1CCC(C(=O)NNc2nc3ccccc3s2)N1 (stereo unspecified)
  108 | 101 | 98 | 101 | 102 | 94 | 108 | 100
COc1cc(C(=O)Nc2cc3c(cc2Oc2cc(C)cc(C)c2)C(=O)N(C)[C@@H](CC(=O)N(C)O)C(=O)N3)c(Br)c(OC)c1OC
  -4.5* | -88* | -69* | -55* | -72* | -19* | -12* | -55*
CCOC(=O)C1OC1(c1ccccc1)c1ccccc1 (stereo unspecified)
  84 | 107 | 98 | 110 | . | 101 | 96 | 112
COC(=O)c1c(C)cc(I)cc1C
  105 | 108 | 99 | 88 | 100 | . | 94 | 136
O=C(O)COc1cccc(C(=O)/C=C/c2ccccc2)c1
  108 | 108 | 95 | 109 | 101 | 106 | 114 | 117
OB(O)c1ccccc1C[n+]1ccc(-c2ccc3cc(-c4cc[n+](Cc5ccccc5B(O)O)cc4)ccc3c2)cc1
  99[7 µM] | 103[7 µM] | 90[7 µM] | 102[7 µM] | 85[7 µM] | 91[7 µM] | 105[7 µM] | 114[7 µM]
CCSCC1CC(O)(c2ccccc2)C(c2ccccc2)C(c2ccc(Cl)cc2)O1 (stereo unspecified)
  -23* | 14 | 0.1* | -35* | -95* | -4.6* | -11* | 17
Cc1cc(NC(=O)c2ccc(N)cc2)ccc1N=Nc1ccc2c(O)c(N=Nc3ccc(Cl)c(S(=O)(=O)O)c3)c(S(=O)(=O)O)cc2c1
  61 | 93 | 88 | 105 | 65 | 106 | 88 | 98
O=C1c2ccccc2C(=O)c2cc(SC(=S)N3CCCC3)ccc21
  56 | 105 | 84 | 109 | 91 | 85 | 95 | 108
C(=N\N1CCCCCC1)/c1ccccc1
  . | 100 | 84 | 90 | 102 | 111 | 109 | 135
COc1ccc(-c2ccc3ncc4c(c3c2)n(-c2ccc(N3CCNCC3)c(C(F)(F)F)c2)c(=O)n4C)cn1
  -83* | -83* | -75* | -75* | -92* | -77* | -72* | .
C#CCOc1cc(N(CC)CC)ccc1C(C(=O)NC(C)(C)C)N(C(=O)C1CCc2cc(F)ccc2O1)c1ccccc1F (stereo unspecified)
  35 | 39 | 31 | 58 | 17 | 45 | 30 | -39*
COc1ccc(C2=NN(C(=O)c3cc(OC)c(OC)c(OC)c3)C(c3c(Cl)cccc3Cl)C2)cc1OC (stereo unspecified)
  86 | 97 | 65 | 125 | 48 | 77 | 80 | 74
CC(C(=O)O)c1cccc(C(=O)c2ccccc2)c1 (stereo unspecified)
  102 | 104 | 97 | 96 | 96 | 97 | 102 | 118
O=[N+]([O-])c1cccc(-c2csc(Nc3nc(-c4cccnc4)nc(C(Cl)(Cl)Cl)n3)n2)c1
  103[3.3 µM] | 99[3.3 µM] | 91[3.3 µM] | 91[3.3 µM] | 98[3.3 µM] | 82[3.3 µM] | 98[3.3 µM] | 115[3.3 µM]
Cn1c(=S)c2[nH]c(SC3CCCC3)nc2n(C)c1=O
  88 | 128 | 92 | 105 | 95 | . | 97 | 106
OCCN1CCSC1=S
  109 | 104 | 94 | 91 | 105 | 128 | 107 | 100
COc1ccc(NC(=O)C(=O)c2c[nH]c3ccc(F)cc23)cc1
  79 | . | 99 | 115 | 97 | . | 101 | 106
CCC(C)(C(=O)Nc1ccc2nc(C)cc(N)c2c1)C(=O)Nc1ccc2nc(C)cc(N)c2c1
  106 | 99 | 105 | 86 | 99 | 106 | 97 | 116
O=C(O)COc1cccc(O)c1
  96 | 126 | 110 | 104 | . | 115 | 97 | 112
CC1(C2CCCCC2)NC(=O)NC1=O (stereo unspecified)
  92 | 103 | 92 | 90 | 89 | 108 | 106 | 90
O=C(CCC(C(=O)c1ccccc1)c1ccccc1)c1ccccc1 (stereo unspecified)
  62 | 52 | 63 | 43 | 83 | 76 | 91 | 45
CCN1C(=S)N(CC)C2C1NN=c1s/c(=C3\C(=O)Nc4ccccc43)c(=O)n12 (stereo unspecified)
  105 | 98 | 100 | 100 | 101 | 100 | . | 104
O=C(O)C(CCS)(c1ccccc1)c1ccccc1
  97 | 102 | 100 | 110 | 109 | 103 | 100 | 116
COc1ccc(-c2c3c(nn2-c2ccccc2)CCc2cnoc2-3)cc1OC
  85 | 95 | 61 | 91 | 62 | 90 | 93 | 105
O=C(CC(NCc1ccccc1)c1ccccc1)c1ccccc1 (stereo unspecified)
  99 | 104 | 103 | 109 | 100 | 93 | 108 | 102
CN1CCN(Cc2ccc(NC(=O)c3cncc(C#Cc4cnc5ccc(OCC6(C)COC6)nn45)c3)cc2C(F)(F)F)CC1
  -44* | . | -91* | -80* | -93* | -83* | -71* | -76*
CCC(=O)Cc1ccccn1
  100 | . | 110 | 101 | 104 | 103 | 99 | 100
O=C(N/N=C\c1ccc(Cl)cc1)c1ccncc1
  101 | 101 | 103 | 104 | 100 | 98 | 101 | 97
O=C(Nc1nc2c(Cl)cc(Cl)cc2s1)C(Cl)(Cl)Cl
  103 | 102 | 58 | 88 | 70 | 86 | 85 | 102
C/C(=N/NS(=O)(=O)c1ccc([N+](=O)[O-])cc1)c1ccc(C)cc1
  115 | 120 | 102 | . | 99 | 108 | 105 | 97
Cc1c(S(=O)(=O)O)cc(Br)c(O)c1Br
  100 | 93 | 101 | 104 | 97 | 92 | 95 | 109
CS(=O)(=O)c1ccc(N2N=C(c3ccc(Oc4ccccc4)cc3)CCC2=O)cc1
  78 | 81 | 78 | . | 35 | 20 | 78 | 83
O=C(/C=N/Nc1ccccc1)c1ccccc1
  85 | 104 | 56 | 109 | . | 91 | 104 | 98
CC1=C(c2ccc3c(c2)[nH]c2ccccc23)[C@@]2(CCCO)c3cc4c(cc3CC[C@H]2[C@@H]1C)OCO4
  88 | 95 | 89 | 97 | 102 | 67 | 93 | 98
Cn1cnc2c(N3CCN(C(=O)OCc4ccc5c(Br)cc(Br)c(O)c5n4)CC3)nc(Cl)nc21
  36 | 53 | 41 | 81 | 25 | 37 | 61 | 65
O=c1onc(-c2cc3ccccc3nc2Cl)n1-c1cccc2ccccc12
  56 | 38 | 30 | 55 | 3.2* | 30 | 71 | 20

Structural class, the entries above with a cyano group.
Value order: A549/ATCC | M14 | UACC-62 | MALME-3M | SK-MEL-5 | EKVX | UACC-257 | SK-MEL-2
N#CC1(Nc2ccc(Br)cc2)CCCC1
  54 | 94 | 46 | 92 | 63 | 82 | 95 | 30
CC1C=CN(N(C)C)C(C#N)(C#N)C1(C#N)C#N (stereo unspecified)
  89 | 100 | 100 | 96 | 102 | 104 | 86 | 100
N#CCCNC(=S)Nc1ccccc1
  102 | 104 | 107 | 106 | 117 | 103 | 105 | 133
